# mIAP activ = increases mouse intestinal alkaline phosphatase activity | 330,000 compounds, 0.24% hits | muIAP, CDP-Star luminescence, 30 min; stronger effect = higher value; 1 = vehicle-only enzyme signal, 0 = enzyme-free wells | activation factor at 10 µM;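 active = activation factor of at least 2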; note: the source names both 10 and 20 µM as test concentration; values of inactives mirror those of a sister screen read the other way
#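 System: mouse IAP enzyme. Reagent: CDP-Star chemiluminescent phosphatase substrate. Benchmarks: DMSO wells, no-enzyme wells. Times: 30 min enzyme-substrate-compound incubation at room temperature. Detection: luminescence from enzymatic CDP-Star hydrolysis. Doses: test compounds delivered from DMSO solution.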
# hIAP inh = blocks human intestinal alkaline phosphatase; 330,000 compounds, 0.12% hits; P09923; inhibition, % at 10 µM; purified IAP, CDP-Star luminescence, 30 min; AID 2544;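 active = inhibition reaching a set limit with compound at 10 µM in the primary screen, cut at about 35% in these data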;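 note: plate controls were DMSO wells with enzyme for no effect and no-enzyme buffer wells for full effect; values of inactives mirror those of a sister screen read the other way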
# Target sequence (P09923 whole entry, looked up): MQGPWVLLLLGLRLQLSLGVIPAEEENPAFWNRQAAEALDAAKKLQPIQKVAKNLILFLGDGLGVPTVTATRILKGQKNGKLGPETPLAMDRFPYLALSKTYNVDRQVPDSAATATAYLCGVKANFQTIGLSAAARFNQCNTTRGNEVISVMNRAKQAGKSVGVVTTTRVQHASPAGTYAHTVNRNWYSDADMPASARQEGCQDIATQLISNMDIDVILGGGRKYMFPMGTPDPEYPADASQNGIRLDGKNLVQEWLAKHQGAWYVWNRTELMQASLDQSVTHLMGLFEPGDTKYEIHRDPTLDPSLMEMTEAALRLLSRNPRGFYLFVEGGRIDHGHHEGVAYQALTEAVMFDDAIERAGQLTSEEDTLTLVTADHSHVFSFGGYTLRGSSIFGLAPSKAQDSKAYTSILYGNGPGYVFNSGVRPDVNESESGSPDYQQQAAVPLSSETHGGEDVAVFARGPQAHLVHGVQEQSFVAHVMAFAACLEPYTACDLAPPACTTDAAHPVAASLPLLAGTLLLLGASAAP
# NLRP3 yeast inh = NALP3 inhibition in yeast; Yeast reconstituted NLRP3/ASC/caspase-1, beta-gal luminescence, 24 h; 330,000 compounds, 0.39% hits; AID 2825; inhibition, % at 10 µM;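 active = inhibition of 50% or more; inactive = inhibition below 50%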;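 note: plate controls were induced DMSO wells for no effect and uninduced yeast grown without galactose for full effect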
# SENP1 FRET inh = blocks the human SENP1 SUMO protease catalytic domain. 360,000 compounds, 0.21% hits. inhibition, % at 10 µM. Q9P0U3. recombinant SENP1 catalytic domain, CyPet-SUMO1-YPet FRET cleavage;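 active = inhibition at least 30% at 10 µM, raw YFP signal under a set limit, fluorescence ratio 0.5 to 1.5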;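 note: 0% = enzyme with DMSO and 100% = no enzyme wells; some results filed as inactive read as strong as hits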
#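 System: Recombinant human SENP1 catalytic domain, His6-tagged | Incubation: Enzyme reaction for 50 min at room temperature, dark | Medium: Tris pH 8 with BME, BSA, NP40 and catalase | Also added: 25 nM SUMO1 FRET substrate | Compound: 10 µM single point, 0.5% DMSO | Measured by: FRET fluorescence in CFP and YFP emission channels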
# mIAP block = mouse IAP inhibition | purified mouse IAP, CDP-Star luminescence, 30 min | inhibition, % at 10 µM | 330,000 compounds, 0.2% hits | AID 2806;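 active = inhibition of at least 40% at 10 µM in the primary screen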;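 note: plate controls were DMSO with enzyme for no effect and no enzyme wells for full effect; values of inactives mirror those of a sister screen read the other way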
# APOBEC3A inh = inhibitors of human APOBEC3A DNA deaminase; P31941; inhibition, % at 20 µM; recombinant A3A, FAM/TAMRA ssDNA deamination fluorescence; 330,000 compounds, 0.41% hits;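 active = at least 40% inhibition at 20 µM here, with at most 30% in a related deaminase screen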;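 note: plate controls were A3A with DMSO for no effect and wells lacking A3A enzyme for full effect; some results filed as inactive read as strong as hits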
# Target sequence (P31941 whole entry, looked up): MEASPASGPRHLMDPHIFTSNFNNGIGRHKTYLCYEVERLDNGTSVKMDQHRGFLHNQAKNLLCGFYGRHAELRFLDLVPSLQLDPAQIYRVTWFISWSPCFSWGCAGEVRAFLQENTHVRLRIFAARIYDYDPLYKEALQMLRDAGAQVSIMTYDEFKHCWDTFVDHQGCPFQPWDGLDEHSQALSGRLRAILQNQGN
# APOBEC3G inh = blocks human APOBEC3G single-stranded DNA deamination. recombinant A3G, ssDNA deamination FAM/TAMRA fluorescence. AID 493012. 330,000 compounds, 0.28% hits. Q9HC16. inhibition, % at 20 µM;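 active = inhibition of at least 40% at 20 µM, with no more than 30% in the related APOBEC3A deaminase screen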;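 note: plate controls were DMSO wells with A3G for no effect and wells lacking A3G enzyme for full effect; some compounds called inactive have numbers as strong as hits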
# Target sequence (Q9HC16 whole entry, looked up): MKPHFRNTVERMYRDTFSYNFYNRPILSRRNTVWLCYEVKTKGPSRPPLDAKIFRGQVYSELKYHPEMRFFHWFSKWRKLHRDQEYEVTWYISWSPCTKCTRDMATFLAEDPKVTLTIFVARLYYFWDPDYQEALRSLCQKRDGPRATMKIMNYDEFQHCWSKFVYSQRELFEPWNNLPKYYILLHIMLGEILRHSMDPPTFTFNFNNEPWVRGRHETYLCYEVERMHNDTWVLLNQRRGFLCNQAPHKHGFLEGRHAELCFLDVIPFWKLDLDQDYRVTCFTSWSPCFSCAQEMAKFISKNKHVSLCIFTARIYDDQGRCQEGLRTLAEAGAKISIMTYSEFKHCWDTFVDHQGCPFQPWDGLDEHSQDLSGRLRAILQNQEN
# hIAP activ = increases human intestinal alkaline phosphatase activity; P09923; purified human IAP, CDP-Star luminescence, 30 min; stronger effect = higher value; 1 = vehicle-only enzyme, 0 = enzyme-free background; 330,000 compounds, 0.16% hits; activation factor at 10 µM; AID 2524;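 active = activation factor of the enzyme at least 2-fold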; note: the source names both 10 and 20 µM as test concentration; values of inactives mirror those of a sister screen read the other way
# MIN6 prolif = inducers of beta-cell replication in MIN6 cells; MIN6 cells proliferation, ATPlite luminescence, 48 h; cells starved in 0.2% serum; 100% = growth in 10% serum; 330,000 compounds, 0.29% hits; proliferation, % at 10 µM;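 active = compounds whose signal lies at least 3.5 SD above the mean of all wells on their plate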;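 note: 0% = DMSO-treated cells in low-serum medium and 100% = 10% serum control; some compounds called inactive have numbers as strong as hits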
# An asterisk follows results filed as active. This is a subset, so the mix of outcomes need not match the whole.
SMILES,mIAP activ,hIAP inh,NLRP3 yeast inh,SENP1 FRET inh,mIAP block,APOBEC3A inh,APOBEC3G inh,hIAP activ,MIN6 prolif
COc1ccccc1C(=O)OCC(=O)c1ccc(CNC(C)=O)s1,0.96,-14,10,1,4,-1,-5,1.1,-3
O=C(COc1cc(F)ccc1[N+](=O)[O-])Nc1ccc2c(c1)OCO2,0.92,-10,15,2,8,-2,-4,1.1,-2
Cc1ccc(C(=O)N/C(=C/c2ccco2)C(=O)N2CCC(C)CC2)cc1,1,6,6,-12,0,1,1,0.94,1
COc1ccc(NC(=O)CCC(=O)N(Cc2ccc(OC)c(OC)c2)c2nccs2)c(OC)c1,0.91,-22,7,-5,9,-2,-7,1.2,-2
Cc1cc(C)nc(NC(=O)c2cccc([N+](=O)[O-])c2C)n1,0.93,-21,1,-7,7,-3,0,1.2,-1
CC(C)Cn1c(N)c(C(=O)CSc2n[nH]c(N)n2)c(=O)n(C)c1=O,1.1,-12,7,1,-8,-1,-5,1.1,-4
COc1ccc(CN(C(=O)/C=C/c2ccco2)C2CCS(=O)(=O)C2)cc1 (configuration not stated),0.98,-25,6,-4,2,0,-4,1.3,3
CCSc1nnc(N(CCC(=O)O)CCC(=O)O)s1,1.1,6,11,3,-7,-2,-4,0.94,1
CCCc1ccc(-c2c(C)sc(NC(=O)c3ccnn3C)c2C#N)cc1,0.88,-1,13,-44,12,-2,-5,1,-3
CC1CCCN(S(=O)(=O)c2ccc3c(c2)C(C)(C)C(=O)N3C)C1 (configuration not stated),0.95,2,18,3,5,4,2,0.98,-3
CCc1cccc(C)c1NC(=O)COC(=O)CSCc1ccccc1,1.1,1,5,4,-7,1,-3,0.99,-3
Cc1c(C(=O)O)cccc1-n1c(C)cc(C=O)c1C,0.93,9,-1,-2,8,10,1,0.91,3
O=C(Nc1cc(S(=O)(=O)N2CCOCC2)ccc1N1CCOCC1)C1CCCO1 (configuration not stated),1.1,-9,13,0,-5,-4,-3,1.1,-2
Cc1ccc(CSCC(=O)Nc2ccccc2F)cc1,0.97,6,40,1,3,-2,-8,0.94,0
Cc1c(OCc2nn[nH]n2)ccc2c(-c3ccccc3)cc(=O)oc12,0.95,6,-4,-1,5,2,-4,0.94,2
CCC(Oc1nc2ccccc2nc1-c1ccccc1NC(C)=O)C(=O)c1ccccc1 (configuration not stated),0.95,-5,11,1,4,-4,-6,1.1,-1
Cc1cccc(OCCNc2ccc(C(F)(F)F)cc2[N+](=O)[O-])c1,0.84,7,18,8,16,1,-1,0.93,-2
CC1CCN(CC(=O)N2CCCc3c2c(=O)oc2ccc(OCc4ccccc4)cc32)CC1,0.94,10,10,1,6,0,-3,0.9,-5
O=C(Nc1nc2c(s1)CCCC2)Oc1ccccc1,1.1,14,29,-1,-8,-2,-1,0.86,0
CCN(CCCNC(=O)CNC(=O)c1nn(-c2ccc(OC)cc2OC)c(=O)c2ccccc12)c1cccc(C)c1,1.1,16,19,4,-10,1,13,0.84,-2
C#Cc1ccc([C@@H]2C=C(C(=O)NC3CC3)O[C@H](OCCCCO)C2)cc1,0.98,-2,19,-4,2,2,19,1,0
COc1cc(/C=C(/C#N)c2nc3ccccc3[nH]2)ccc1Oc1ncccc1[N+](=O)[O-],0.85,5,7,-69,15,2,1,0.95,-3
COCCN1C(=O)N[C@@H](c2cccs2)C(C(=O)OC)=C1C,1,2,20,0,-1,-2,-10,0.98,-1
COC(=O)/C=C1\NCCSC1=O,0.93,21,8,3,7,-3,-8,0.79,-2
CC(CNC(=O)COc1ccccc1)OC(=O)Nc1ccc(Cl)c(Cl)c1 (configuration not stated),1.4,-3,25,2,-42,2,-2,1,-6
# Other compounds
SMILES,mIAP activ,hIAP inh,NLRP3 yeast inh,SENP1 FRET inh,mIAP block,APOBEC3A inh,APOBEC3G inh,hIAP activ,MIN6 prolif
Cc1cccc(NCc2cc(Cl)ccc2O)n1,1.1,-3,51*,3,-14,-1,-9,1,-2
CCOC(=O)c1nnc(-c2ccccc2)nc1Oc1ccc(Cl)cc1,0.97,-20,14,0,3,-5,-9,1.2,-4
CCC(=O)c1ccc(OCC(=O)OCC(=O)NC2CCCCCCC2)cc1,1.1,5,-12,1,-6,2,-5,0.95,2
CN(C)CCCNC(=O)/C(=C\c1ccc(-c2ccc(Br)cc2)o1)NC(=O)c1ccccc1,0.95,-1,16,-3,5,-3,-9,1,-6
Cc1cccc(OCc2nnc(SCn3nnc4ccccc4c3=O)o2)c1,0.93,-7,29,1,7,-3,-6,1.1,2
COCCCN1C(=O)/C(=C/c2ccc(CNS(=O)(=O)c3ccccc3)o2)C(C(=O)OC)=C1C,0.92,15,12,1,8,-1,-2,0.85,1
COc1ccc(NC(=S)N2CCN(C(=O)c3ccco3)CC2)cc1OC,1.1,18,11,-1,-8,-3,-6,0.82,-6
O=C(CCCn1c(SCc2ccccc2F)nc2ccccc2c1=O)NCC1CCCO1 (configuration not stated),1,-5,1,1,-5,1,-6,1.1,-5
Cc1nonc1C1CCCN1Cc1cn[nH]c1-c1ccc(-c2ccccc2)cc1 (configuration not stated),0.99,-22,-12,0,1,0,-2,1.2,-5
CC1(c2ccc3ccccc3c2)NC(=O)NC1=O (configuration not stated),1,16,19,1,-3,1,-7,0.84,-3
COc1cc(/C=N/NC(=O)C2C3CCCCC32C)cc(Br)c1O (configuration not stated),0.93,3,16,-1,7,-3,-1,0.97,0
O=C(Cn1nc(-c2ccc3c(c2)OCCO3)ccc1=O)Nc1ccc(-n2cnnn2)cc1,1.1,-15,2,-1,-7,4,-3,1.1,0
CCOC(=O)C(=O)Nc1cc(C)nn1-c1nc2ccccc2[nH]1,0.94,-71,4,1,6,-2,-3,1.7,-1
Cc1cc(OC(=O)c2ccc3ccccc3c2)c([N+](=O)[O-])c(=O)[nH]1,0.92,1,4,0,8,-1,-5,0.99,-1
O=C(Nc1nccs1)c1ccc2nccnc2c1,0.99,-13,16,-38,1,7,3,1.1,-1
O=C(CN1C(=O)NC2(CCOc3ccccc32)C1=O)Nc1ccc(Br)cc1F (configuration not stated),1,16,10,-1,-3,-5,-7,0.84,-4
Cc1ccc(N/N=C(/Sc2nnnn2-c2ccccc2)C(=O)c2ccccc2)cc1,0.93,1,5,3,7,1,-6,0.99,-2
O=c1[nH]n2c(=O)c3c([nH]c2c1N=Nc1cccc(Cl)c1)CCCC3,0.84,-68,35,3,16,-2,-5,1.7,-2
CN(C)S(=O)(=O)c1cc(NC(=O)Cn2ccsc2=N)ccc1Cl,1.1,-5,8,0,-7,9,-16,1.1,0
O=C(C1CC1)N1CCc2[nH]c3ccccc3c2C1,1,-22,19,-31,-3,-5,-3,1.2,1
O=C(COC(=O)C1=COCCO1)Nc1ccc(Cl)cn1,1,11,-1,-39,0,5,-4,0.89,-2
COc1ccc(Cn2cccc(NC(=O)Nc3ccc(F)cc3)c2=O)cc1,1,-7,12,-1,-1,-1,-3,1.1,-4
C=CCn1c(SCC(=O)Nc2ccc(F)cc2)nnc1-c1cnccn1,1.1,12,16,4,-8,4,8,0.88,-3
COc1ccc(/C=N/Nc2ncnc3c2[nH]c2ccc(C)cc23)c(OC)c1OC,1,0,23,-19,0,1,-5,1,-3
COc1ccc(C(=O)/C=C/c2ccc(O)cc2)c(O)c1C/C=C(\C)CCC=C(C)C,0.98,1,37,14,2,-2,-8,0.99,-6

# Reformatted with each value named: part of the list above
COc1cc(/C=C(/C#N)c2nc3ccccc3[nH]2)ccc1Oc1ncccc1[N+](=O)[O-]
  mIAP activ = 0.85 | hIAP inh = 5 | NLRP3 yeast inh = 7 | SENP1 FRET inh = -69 | mIAP block = 15 | APOBEC3A inh = 2 | APOBEC3G inh = 1 | hIAP activ = 0.95 | MIN6 prolif = -3
Cc1cc(C)nc(NC(=O)c2cccc([N+](=O)[O-])c2C)n1
  mIAP activ = 0.93 | hIAP inh = -21 | NLRP3 yeast inh = 1 | SENP1 FRET inh = -7 | mIAP block = 7 | APOBEC3A inh = -3 | APOBEC3G inh = 0 | hIAP activ = 1.2 | MIN6 prolif = -1

# (listing goes on)
SMILES,mIAP activ,hIAP inh,NLRP3 yeast inh,SENP1 FRET inh,mIAP block,APOBEC3A inh,APOBEC3G inh,hIAP activ,MIN6 prolif
Cc1cc(-n2c(=O)c(C#N)cc3c(=O)n4ccccc4nc32)no1,1.1,-3,-7,-24,-7,5,5,1,-4
CCN(CC)C(=O)CSc1ncnc2c1cnn2-c1ccccc1,0.98,-13,35,3,2,-3,-3,1.1,3
CCOC(=O)c1ccc(NC(=S)NCCCN2CCOCC2)cc1,1.1,-3,25,0,-10,1,-2,1,-1
COc1ccccc1N(C)S(=O)(=O)c1ccc(C(=O)Nc2ccc(N3CCOCC3)cc2)cc1,0.86,6,3,3,14,3,-4,0.94,1
Cc1cccc(/C=N/NC(=O)c2ccc(NC(=O)c3cccc(Cl)c3)cc2)n1,0.99,-4,2,-31,1,-4,-6,1,0
N#C/C(=C\c1cccc([N+](=O)[O-])c1)C(=O)NCC1CCCO1 (configuration not stated),0.94,0,0,1,6,-5,-11,1,0
CCc1ccccc1NC(=O)COC(=O)c1cccs1,0.98,8,23,2,2,-2,-4,0.92,8.1*
Cc1ccccc1NC(=O)c1nn(C)c(C(=O)Nc2ccccc2C)c1[N+](=O)[O-],0.93,15,4,1,7,-4,-6,0.85,0
COc1cc2c(cc1OC)C(C)N(C(=O)[C@@H](NC(=O)c1ccccc1)C(C)C)CC2 (some centres not stated),0.96,12,8,1,4,-4,-4,0.88,1
CCOc1ccccc1C(=O)Nc1cc(Cl)ccc1O,1,11,52*,-1,-2,-1,-3,0.89,-6
COCCNC(=O)/C(C#N)=C/c1cc(Br)c(O)c(OC)c1,0.87,8,17,-83,13,3,-2,0.92,0
O=C(CC(Cc1ccccc1)C(=O)O)Nc1ccc(Cl)c(Cl)c1 (configuration not stated),1.1,-6,4,3,-6,0,-8,1.1,0
O=C(c1ccc2c(=O)n(Cc3ccco3)c(=S)[nH]c2c1)N1CCN(c2ccccc2)CC1,0.93,3,14,-1,8,1,0,0.97,-3
CC(C)c1ccc(C2CC(c3ccc(Br)cc3)=NN2C(N)=S)cc1 (configuration not stated),0.98,4,9,1,2,1,-6,0.96,0
CN1CCN(C(=O)C2CCC(C)(C(=O)O)C2(C)C)CC1 (configuration not stated),1.1,-8,0,0,-7,5,-1,1.1,-3
Cc1ccc2nc(C)c(CN3CCN(c4ccc([N+](=O)[O-])cc4Cl)CC3)n2c1,0.92,-14,11,-4,8,7,-2,1.1,0
Cc1nn(-c2ccccc2)c(N2CCCC2)c1/C=N/NC(=O)c1ccccc1O,1,19,10,-3,0,0,2,0.81,0
O=C1CC(N2CCN(c3ccccc3)CC2)C(=O)N1c1ccc(Cl)cc1 (configuration not stated),0.81,2,3,3,19,-7,-5,0.98,-3
O=[N+]([O-])c1ccc(N2CCN(c3ccccc3F)CC2)c(S(=O)(=O)N2CCOCC2)c1,0.91,0,10,4,9,2,-1,1,6
CC12CCC(C(=O)Nc3ccccc3Cl)([C@H](Br)C1=O)C2(C)C (some centres not stated),0.91,0,32,4,9,-3,-4,1,1

# Bioassay records as filed in PubChem BioAssay.
